M5 ag: agonists of human muscarinic M5 receptor (CHRM5). activation, % at 3 µM. P08912. CHO-K1 hM5 cells, Fluo-8 calcium fluorescence; 0% DMSO wells, 100% maximal acetylcholine response. 360,000 tested, 0.19% active. AID 624037;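 active = activation above the run's mean over test compounds plus 3 SD, cut at about 23% in these data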;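 also: signal is peak over basal fluorescence ratio across the kinetic read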
Target sequence (P08912 whole entry, looked up): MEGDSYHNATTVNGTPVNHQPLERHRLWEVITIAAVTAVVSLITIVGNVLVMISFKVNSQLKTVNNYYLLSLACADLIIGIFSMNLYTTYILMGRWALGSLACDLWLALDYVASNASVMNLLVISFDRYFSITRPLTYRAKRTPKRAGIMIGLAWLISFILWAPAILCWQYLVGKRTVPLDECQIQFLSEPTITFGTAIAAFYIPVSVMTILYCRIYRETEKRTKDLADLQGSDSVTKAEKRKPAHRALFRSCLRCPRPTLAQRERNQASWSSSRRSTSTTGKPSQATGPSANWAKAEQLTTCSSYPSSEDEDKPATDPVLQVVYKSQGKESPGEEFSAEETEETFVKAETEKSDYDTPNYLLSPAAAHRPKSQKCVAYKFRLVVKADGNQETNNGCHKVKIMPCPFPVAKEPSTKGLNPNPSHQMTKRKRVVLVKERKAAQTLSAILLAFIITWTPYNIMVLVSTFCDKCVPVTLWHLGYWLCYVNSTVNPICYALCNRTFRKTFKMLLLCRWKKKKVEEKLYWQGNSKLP
CHRM5 antagonist: CHRM5 antagonism in calcium assay | P08912 | 360,000 tested, 0.59% active | inhibition, % at 3 µM | CHO-hM5 cells, Fluo-8 calcium fluorescence, ACh EC80;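 active = inhibition above a per-plate cutoff, the mean of that plate's test compounds plus 3 SD, cut at about 27% in these data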;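 also: 0% = acetylcholine EC80 with DMSO and 100% = DMSO without agonist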
CHRM5 PAM: potentiates acetylcholine response at human M5 receptor; P08912; CHO-K1 hM5, Fluo-8 calcium, ACh EC20 PAM; 0% = ACh EC20, 100% = ACh EC100; activation, % at 3 µM; 360,000 tested, 0.3% active; AID 624038;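 active = activation above the run cutoff, the mean activation of all test compounds plus 3 SD, cut at about 18% in these data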
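System: CHO-K1 hM5 cells. Reagent: acetylcholine, EC20 level. Compound dosing: single dose, 3 µM nominal final test concentration. Timing: Post-acetylcholine fluorescence recording 140 s. Detection: Fluo-8 calcium fluorescence. Read-out: % activation, ACh-normalized. Benchmarks: ACh EC20 and EC100 wells. Repeats: singlicate, one well per test compound.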
M1 antag: antagonists of human M1 muscarinic receptor; P11229; CHO-K1 hM1, Fluo-8 calcium fluorescence, ACh EC80 antagonist; inhibition, % at 3 µM; 360,000 tested, 1.3% active; AID 588852;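 active = percent inhibition above its own plate's cutoff, namely the mean of that plate's compound wells plus 3 SD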;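 also: peak over basal fluorescence ratio during 140 s after agonist addition; 0% = ACh EC80 plus DMSO and 100% = DMSO alone without agonist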
M1 PAM: human CHRM1 positive allosteric modulation; P11229; CHO-K1 hM1, Fluo-8 calcium fluorescence, ACh EC20; 0% = ACh EC20, 100% = maximal ACh; activation, % at 3 µM; 360,000 tested, 0.088% active; in the data active = activation above about 19%, passing the limit was not always enough
TAAR1 ag: human TAAR1 agonism. CHO RD-HGA16 TAAR1, Fluo-8 calcium fluorescence; vehicle wells 0%, saturating PEA agonist 100%. activation, % at 3 µM. 360,000 tested, 0.99% active;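 active = activation above the mean activation of all test compounds in the run plus 3 SD, cut at about 38% in these data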
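System: CHO-derived RD-HGA16 cells with stable Gα16 and human TAAR1. Times: 17-24 h plating, Fluo-8 75 min 37 °C, 30 min RT. Measured by: calcium-sensitive Fluo-8 signal, excitation 470-495, emission 515-575 nm. Read-out basis: % activation relative to PEA EC100 response. Control set: DMSO and PEA EC100. Repeats: no replicates (n 1).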
CHRM4 agonist: CHRM4 agonism in calcium assay; 360,000 tested, 0.14% active; CHO-K1 hM4/Gqi5, Fluo-8 calcium fluorescence; vehicle 0%, full acetylcholine response 100%; activation, % at 3 µM;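 active = activation above the run mean over all test wells plus 3 SD, cut at about 32% in these data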;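 also: peak over basal fluorescence ratio per well then scaled between controls; 0% = DMSO wells and 100% = acetylcholine at EC100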
Target sequence (P08173 whole entry, looked up): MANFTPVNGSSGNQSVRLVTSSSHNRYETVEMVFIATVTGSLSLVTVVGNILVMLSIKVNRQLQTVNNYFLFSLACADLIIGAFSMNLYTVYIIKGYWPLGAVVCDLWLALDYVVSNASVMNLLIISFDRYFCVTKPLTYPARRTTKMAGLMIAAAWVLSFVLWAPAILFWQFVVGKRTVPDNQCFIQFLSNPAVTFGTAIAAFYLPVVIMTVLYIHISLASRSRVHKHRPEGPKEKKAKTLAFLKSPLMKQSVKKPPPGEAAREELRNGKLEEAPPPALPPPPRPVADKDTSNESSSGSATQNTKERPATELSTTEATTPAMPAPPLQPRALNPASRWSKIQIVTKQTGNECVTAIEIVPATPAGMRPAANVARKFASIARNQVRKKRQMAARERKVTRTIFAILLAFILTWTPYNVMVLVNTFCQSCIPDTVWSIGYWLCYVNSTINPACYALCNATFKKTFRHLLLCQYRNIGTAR
CHRM4 antagonist: antagonists of human muscarinic M4 receptor (CHRM4); 360,000 tested, 0.73% active; CHO-hM4 cells, ACh EC80, Fluo-8 calcium fluorescence; inhibition, % at 3 µM; P08173;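 active = inhibition above its plate's cutoff, the mean inhibition of sample wells plus 3 SD, cut at about 27% in these data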;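 also: 0% = acetylcholine EC80 with DMSO and 100% = DMSO without agonist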
M1 ag: human M1 muscarinic receptor agonism; P11229; CHO-K1 hM1, Fluo-8 calcium fluorescence, agonist mode; 0% DMSO, 100% acetylcholine EC100; activation, % at 3 µM; 360,000 tested, 0.33% active; AID 588814;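 active = activation above the run's mean compound activation plus 3 SD, cut at about 16% in these data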;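 also: peak over basal fluorescence ratio within a 140 s kinetic read after compound addition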
An asterisk follows results filed as active; nt = not tested or not shown.

SMILES	M5 ag	CHRM5 antagonist	CHRM5 PAM	M1 antag	M1 PAM	TAAR1 ag	CHRM4 agonist	CHRM4 antagonist	M1 ag
CCc1c(C2CC2)ncn1Cc1cccc(-c2ccccc2)c1	-6	22	-19	nt	nt	0	4	26	nt
COc1ccc(CNC(=O)c2cccc(S(=O)(=O)N3CCN(c4ccc(F)cc4)CC3)c2)cc1	5	12	-13	5	0	8	12	-7	2
Cc1ccc(C(=O)N/C(=C\c2ccc(-c3ccc([N+](=O)[O-])cc3)o2)C(=O)NC2CCS(=O)(=O)C2)cc1 (stereo unspecified)	3	2	1	4	6	9	3	-8	-2
Cn1cc(C(=O)C(=O)NC2CC2)c2ccccc21	1	0	2	-8	6	0	1	-6	-3
CCN1C(=O)[C@H]2[C@@H](c3ccc(OC)cc3)N3C(=O)CN(Cc4ccccc4)C(=O)[C@@]3(C)[C@H]2C1=O	2	8	-2	-8	7	1	1	-8	2
CCOC(=O)N/N=C/c1cc(OC)c(O)c(OC)c1	-1	-5	6	-4	7	1	0	5	-6
CC(C)C[C@H](NC(=O)C1(c2ccccc2)CCN(C(=O)OC(C)(C)C)CC1)C(=O)N1CCC[C@H]1C(=O)O	-4	23	-5	-10	6	25	1	5	-2
CCCCN(CC)CCNC(=O)CCNC(=O)Cn1ccc2ccccc2c1=O	-2	8	0	4	-3	1	-1	2	-4
O=C(C[n+]1ccccc1)N/N=C/c1ccccc1C(F)(F)F	-1	17	-14	25	-16	1	14	2	-6
O=C(NNC(=S)Nc1ccc(F)cc1)c1ccccc1OC(F)F	5	2	-3	-6	6	3	6	4	-1
COc1cc(S(=O)(=O)N2CCOCC2)ccc1NC(=O)COC(=O)COc1ccccc1	-2	-5	-8	-1	1	4	2	2	-4
O=C(Nc1cccc(Cl)c1)OCc1cn(-c2ccc(Cl)cc2)nn1	0	1	1	-2	8	0	0	5	-1
Cc1cc(C)c(C#N)c(SCCS(=O)(=O)c2ccc(Cl)cc2)n1	-4	1	8	-27	-2	-2	2	5	-5
COc1ccccc1C(=O)NC(CCSC)C(=O)NC1CCCCCC1 (stereo unspecified)	-3	9	6	6	0	10	1	-13	-6
CCOc1cc(C=NNC(=O)CCCC(=O)NN=Cc2ccc(O)c(OCC)c2)ccc1O	3	-3	6	-21	6	2	1	-11	-2
C=CCn1cc(C(=O)N2CCN(C)CC2)c(=O)c2cc(S(=O)(=O)N(CC)CC)ccc21	-6	8	-9	-2	3	2	0	-6	-7
COCC(=O)Nc1ccc(OC)c(Cl)c1	1	11	1	-1	3	2	0	0	-2
COc1cccc(OC)c1C(=O)Nc1ccccc1C(=O)N1CCCCCC1	-3	19	-10	-5	6	2	2	-2	-4
COc1ccc(NC(=O)c2cc(-c3cc(Cl)ccc3OC)n[nH]2)c(C)c1	6	17	3	-5	-2	5	10	-10	-4
O=C(N/N=C/c1c(Cl)cccc1Cl)C(=O)NC1CC1	-1	2	1	-2	5	2	0	7	-3
COC(=O)c1ccccc1S(=O)(=O)N1Cc2cc([N+](=O)[O-])ccc2Oc2ccccc21	-13	0	-17	-3	2	13	0	-6	-6
CC1(C)CC(=O)C2=C(C1)N(Cc1ccco1)C(=O)C2(NC(=O)C1CCCCC1)C(F)(F)F (stereo unspecified)	1	-8	10	2	7	16	0	-2	-4
CC1CCN(S(=O)(=O)c2ccc(-c3nnc(SCc4cccnc4)o3)cc2)CC1	0	10	-2	3	-1	2	0	13	-4
COc1cccc(N2CC(C(=O)NCc3n[nH]c(=O)c4ccccc34)CC2=O)c1 (stereo unspecified)	3	4	6	-11	11	1	0	-4	-3
COC(=O)c1ccc(OC(=O)N2CCOCC2)cc1	-2	0	2	-15	7	2	0	0	-2

Just CHRM4 antagonist (two entries from above):
SMILES	CHRM4 antagonist
CCOc1cc(C=NNC(=O)CCCC(=O)NN=Cc2ccc(O)c(OCC)c2)ccc1O	-11
C=CCn1cc(C(=O)N2CCN(C)CC2)c(=O)c2cc(S(=O)(=O)N(CC)CC)ccc21	-6

Continuation:
SMILES	M5 ag	CHRM5 antagonist	CHRM5 PAM	M1 antag	M1 PAM	TAAR1 ag	CHRM4 agonist	CHRM4 antagonist	M1 ag
Cc1ccc(-c2nnn(CC(=O)N(Cc3cccs3)C(C(=O)NC3CCCC3)c3ccco3)n2)o1 (stereo unspecified)	6	-2	-2	15	-2	5	2	7	-1
CC(=O)N1c2ccc(S(=O)(=O)N3CCCCC3)cc2CC1C(=O)NCc1ccc(N(C)C)cc1 (stereo unspecified)	-2	1	0	-12	23	-1	0	-8	-2
COc1ccc(NC(=O)c2cc(-c3cc(OC)c(OC)c(OC)c3)nc3ccccc23)cc1OC	4	11	-10	21	-12	14	17	22	-2
CC(=O)Nc1ccc(NC(=O)c2ccc(COc3ccccc3Br)o2)cc1	-2	17	-10	-2	0	4	9	12	-4
CCc1nn(CCCC(=O)NCc2ccc(C)cc2)c(=O)c2cc3occc3n12	-1	-2	2	-14	6	-2	4	1	-4
COc1cc(/C=C2\CC/C(=C\c3ccc(OCCO)c(OC)c3)C2=O)ccc1OCCO	55*	26	-17	16	-16	29	10	6	32*
CCOCCCNCC(=O)Nc1ccc(S(=O)(=O)NC(C)CC)cc1 (stereo unspecified)	-3	3	7	3	1	8	0	3	-7
Cc1cc(C)cc(-n2c(O)c(C=NC3CCS(=O)(=O)C3)c3ccccc3c2=O)c1 (stereo unspecified)	6	4	-1	3	13	8	1	-9	8
CC(C)(C)c1ccc(C(=O)Oc2ccc3c(c2)OCC3=O)cc1	-2	4	-2	-16	0	5	0	2	-2
CCOc1ccccc1NC(=O)COC(=O)c1ccccc1SCC(=O)N1CCCC1	1	0	-9	12	-6	5	6	-8	-4
CCOC(=O)CCN(c1ccccc1)S(=O)(=O)c1ccc(-c2ccc(=O)[nH]n2)s1	-6	8	0	1	8	3	3	2	-5
O=C(CN1CCCC1c1cccs1)Nc1cc(S(=O)(=O)N2CCCCC2)ccc1Cl (stereo unspecified)	0	5	9	-1	-7	0	0	-9	-3
CC1=C(C(=O)N2CCOCC2)C(c2ccsc2)C2=C(CCCC2=O)N1 (stereo unspecified)	0	1	-2	-10	11	11	3	-1	3
COc1ccc(CCNC(=O)c2ccc(OC)c(OC)c2)cc1OC	4	5	-4	-4	6	3	0	1	-3
CCCCNc1c(-c2ccc(SC(C)CC)c(OC)c2)nc2ccc(Cl)cn12 (stereo unspecified)	-5	12	-21	13	-10	0	2	35*	-5
CCCS(=O)(=O)N1CCC(C(=O)N2CCCC2)CC1	-1	11	21*	9	-2	5	1	-10	2
CCOC(=O)N1CCN(Cc2nc3cc(NC(C)=O)ccc3n2CC)CC1	-1	20	-6	2	2	4	0	4	-10
Cc1cc(NC(C)C)n2c(nc3ccccc32)c1C#N	5	-9	14	7	4	1	1	-1	-1
COc1ccccc1C1CC(c2cccc(NS(C)(=O)=O)c2)=NN1S(=O)(=O)c1ccccc1 (stereo unspecified)	-8	13	-1	-1	-5	5	6	8	-1
Cc1cccc(C)c1NC(=O)CNC(=O)c1ccc(COc2ccccc2)cc1	3	14	1	-1	-2	2	6	-2	-2
CCOC(=O)CSc1nc(C)c(C(C)=O)cc1C#N	-2	2	-3	-2	-4	12	0	4	-5
Cn1nc([N+](=O)[O-])nc1Sc1nnnn1-c1ccc(C(=O)O)cc1	1	3	9	1	4	0	2	8	-6
O=[N+]([O-])c1ccccc1S(=O)(=O)N1CCc2ccccc2C1	-5	6	1	3	5	2	0	10	-11
Cc1cnc(NS(=O)(=O)c2ccccc2)c(Br)c1	0	0	3	-4	5	10	0	-5	-4
CC(C)[C@H](NC(=O)c1ccccc1)C(=O)OCC(=O)N1CCN(C(=O)c2ccco2)CC1	0	-5	2	4	5	4	1	15	-2

Ordered by molecular weight (lowest first): part of the list above.
SMILES	M5 ag	CHRM5 antagonist	CHRM5 PAM	M1 antag	M1 PAM	TAAR1 ag	CHRM4 agonist	CHRM4 antagonist	M1 ag
Cn1cc(C(=O)C(=O)NC2CC2)c2ccccc21	1	0	2	-8	6	0	1	-6	-3
Cc1cc(C)cc(-n2c(O)c(C=NC3CCS(=O)(=O)C3)c3ccccc3c2=O)c1 (stereo unspecified)	6	4	-1	3	13	8	1	-9	8
COc1ccc(CNC(=O)c2cccc(S(=O)(=O)N3CCN(c4ccc(F)cc4)CC3)c2)cc1	5	12	-13	5	0	8	12	-7	2
CC(=O)N1c2ccc(S(=O)(=O)N3CCCCC3)cc2CC1C(=O)NCc1ccc(N(C)C)cc1 (stereo unspecified)	-2	1	0	-12	23	-1	0	-8	-2

Other results
SMILES	M5 ag	CHRM5 antagonist	CHRM5 PAM	M1 antag	M1 PAM	TAAR1 ag	CHRM4 agonist	CHRM4 antagonist	M1 ag
CC12CCC(C(=O)N(CSC(=S)N/N=C\c3ccccc3O)C1=O)C2(C)C (stereo unspecified)	-1	-1	-3	-22	-3	5	0	-3	-2
Cc1ccc(C)c(NC(=S)/C(=C(\[O-])c2ccc(OC(F)F)cc2)[n+]2ccccc2)c1	-5	-3	-2	-8	15	2	1	-6	-13
O=C(Cc1cc2ccccc2o1)NCc1ccc(F)cc1	-4	7	-3	-12	5	2	-1	-18	-2
C=CC[C@H](CC(=O)N(CCO)Cc1ccccc1)C(=O)N[C@H](C)COC(=O)[C@@H](CC=C)Cc1ccc(F)cc1	3	5	-13	1	1	6	12	-3	-3
Cc1[nH]c2ccccc2c1C(C[N+](=O)[O-])c1cccc(O)c1 (stereo unspecified)	-3	15	-24	37*	-13	3	22	19	-1
COc1ccc2c(c1)c1ncn(CCc3ccccc3)c(=O)c1n2C	-3	2	-1	-8	8	4	2	-5	-4
CN(C)CCCN(C(=O)c1ccc(Cl)s1)c1nc2cc3c(cc2s1)OCO3	-6	2	-2	8	-6	13	4	-5	1
Cc1ccc(C(=O)N2CCN=C2SCc2ccc([N+](=O)[O-])cc2)cc1	-7	8	-11	2	-20	6	-1	6	-6
CC1CN(c2nc3ccccn3c(=O)c2/C=C(\C#N)S(=O)(=O)c2ccccc2)CC(C)O1 (stereo unspecified)	-1	-1	-5	-7	2	8	4	0	-1
CC(=O)Nc1ccc(NC(=O)C(C)N2CCN(S(=O)(=O)c3ccc(C)cc3)CC2)cc1 (stereo unspecified)	-1	9	5	-4	5	4	2	5	-4
O=c1[nH][nH]c(C(F)(F)F)c1C=NCc1cccs1	0	6	-2	-4	5	8	1	0	-5
COC(=O)C(Cc1ccc(O)cc1)NC(=O)CCNC(=O)c1ccco1 (stereo unspecified)	-2	7	0	-15	14	-3	1	-12	-1
O=C(c1sc2ccccc2c1Cl)N1CCN(c2ccccc2F)CC1	-3	5	2	-5	6	10	0	-1	-8
CCOc1ccc(/C=C/C(=O)Nc2cccc(C(C)=O)c2)cc1	1	10	-12	-4	1	15	10	1	-1
CCOC(=O)C1=CNS(=O)(=O)NC1c1ccc2ccccc2c1 (stereo unspecified)	0	-2	3	-9	10	1	0	-5	-3
CCC(=O)Nc1ccc(N2CCN(C(=O)c3cccs3)CC2)cc1	-2	9	-2	-3	5	4	1	7	-6
COCCCNC(=S)NCCCNc1nc2cc3c(cc2cc1C#N)OCO3	-2	-5	3	-10	9	1	1	-15	-4

Bioassay records from PubChem.

These rows are one share of the data; the hit share may differ from the screen's.
